# Screening results as filed in PubChem BioAssay.
# KCNH2 WT inh – qHTS for Inhibitors of KCHN2 3.1: Wildtype qHTS; Voltage-gated inwardly rectifying potassium channel KCNH2 (Homo sapiens), Q12809; U2OS, BacMam KCNH2, thallium flux FluxOr; stronger effect = lower value; activity change, % at 1.84 µM; 0.37% of 340,000 active;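 active = maximum activity change below -70%; inconclusive = maximum activity change between -70% and -50%; inactive = maximum activity change above -50%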; also: % is scaled to controls: 0 for no effect and ±100 for the full control effect
#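 U2OS cells were transduced with wild-type KCNH2 virus (2.03 x 10^8 / mL) for 4 h at room temperature, then cultured overnight at 37 C. Thallium flux was read with FluxOr dye. Rate constants were normalized to DMSO controls.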
# Eya2 inh – qHTS Assay for Inhibitors of the Phosphatase Activity of Eya2 | recombinant Eya2, OMFP fluorescence dephosphorylation (OMFP is methylfluorescein phosphate) | Potency, µM (doses to about 76.9 µM), inactives show at the highest dose activity, negative = inhibition, most hits filed as inhibitors | 0.006% of 330,000 active; also: potency is read from the fitted curve at half-maximal effect; % is scaled to controls: 0 for no effect and ±100 for the full control effect
#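 Eya2 (0.2 uM) preincubated 10 min at ambient with compound, then OMFP substrate added at 50 uM; 10 min reaction in 50 mM HEPES pH 7.5, 50 mM NaCl, 5 uM MgCl2, 0.05% BSA, 1 mM DTT. Fluorescence read at Ex 485/Em 525 nm.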
# TRPV1 agonist – HTS Assay for Compounds that Act as Agonists of the Vanilloid Receptor 1. TRPV1-expressing cells, Fluo-8 calcium influx, agonist mode. activation, % at 8.33 µM. 0.19% of 320,000 active. AID 540275, 2011; in the data active = activation above about 80%; inconclusive = between about 30% and that limit; also: 0% is about no effect
#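 Cells expressing TRPV1 were dye-loaded with Fluo-8 and read kinetically: 10 s baseline, 3 min after compound (agonist portion), then 2 min after EC20 capsaicin (allosteric enhancer portion). Calcium-bound dye fluorescence at 480/520 nm.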
# USP2a inh – qHTS Assay for Inhibitors of Ubiquitin-specific Protease USP2a Using CHOP2 as the Reporter. Ubiquitin carboxyl-terminal hydrolase 2 (Homo sapiens), O75604. USP2 core, Ub-CHOP2 coupled fluorogenic reporter, 485/531. Potency, µM (highest dose often 38.3 µM), without a hit: at the top dose activity change, negative = inhibition, usual class: inhibitors. 0.01% of 330,000 active. AID 463254, 2010;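 also: potency is read from the fitted curve at half-maximal effect; plate controls were DMSO wells for no effect and full inhibition by NEM control for full effect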
# Target sequence (O75604 whole entry, looked up): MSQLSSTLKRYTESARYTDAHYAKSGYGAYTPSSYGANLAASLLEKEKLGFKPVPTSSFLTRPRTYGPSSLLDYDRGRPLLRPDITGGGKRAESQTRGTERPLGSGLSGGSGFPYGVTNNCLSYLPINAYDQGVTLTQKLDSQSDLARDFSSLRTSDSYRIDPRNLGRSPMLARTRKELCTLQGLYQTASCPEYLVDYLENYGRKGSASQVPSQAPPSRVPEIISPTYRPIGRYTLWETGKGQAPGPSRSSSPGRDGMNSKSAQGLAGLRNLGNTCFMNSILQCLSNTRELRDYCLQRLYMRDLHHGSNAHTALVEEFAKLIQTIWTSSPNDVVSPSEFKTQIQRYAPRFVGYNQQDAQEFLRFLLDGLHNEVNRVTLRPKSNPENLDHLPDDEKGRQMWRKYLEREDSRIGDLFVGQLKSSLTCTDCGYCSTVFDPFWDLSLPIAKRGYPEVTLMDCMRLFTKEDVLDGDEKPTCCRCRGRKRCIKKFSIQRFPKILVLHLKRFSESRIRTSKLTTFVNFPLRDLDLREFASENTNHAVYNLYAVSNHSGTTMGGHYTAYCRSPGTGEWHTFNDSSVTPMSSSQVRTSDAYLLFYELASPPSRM
#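 Deubiquitinase activity read as fluorescence (485/531 nm) after Ub-CHOP2 cleavage activates the enterokinase reporter on its substrate; USP2 core 10nM, Ub-CHOP2 and substrate 25nM each, 30min compound preincubation then 60min RT; data normalized to NEM, curves fitted.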
# AT treatment – qHTS Assay for Identifying a Potential Treatment of Ataxia-Telangiectasia | 0.19% of 320,000 active | […] A-T fibroblasts, KAP-1 phosphorylation AlphaLISA; neocarzinostatin DNA damage 30 min before lysis | AID 485349, 2010 | Potency, µM (doses to about 57.5 µM), inactives show at the highest dose activation, most hits filed as activators; also: potency is read from the fitted curve at half-maximal effect; % of control where 0% means no effect; nearly all actives have a fitted effect of over 45% in size
#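 ATM-like activity read as KAP-1 phosphorylation via AlphaLISA donor/acceptor antibody pairs after lysis and 6 hr at 25C. Cells were ATM-null patient fibroblasts ([…], hTERT), dosed 60 min, then exposed to the DSB inducer NCS for 30 min.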
# KCNH2 3.1 block – qHTS for Inhibitors of KCHN2 3.1: Mutant qHTS | Potassium voltage-gated channel subfamily H member 2, brain isoform KCNH2 3.1 (human) | U2OS KCNH2 3.1, thallium flux FluxOr; stronger effect = lower value | activity change, % (tested at about 1.8 µM) | 0.95% of 340,000 active;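 active = maximum activity change below -70%; inconclusive = maximum activity change from -70% to -50%; inactive = maximum activity change above -50%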;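 also: thallium influx rate constant from kinetic fluorescence after stimulation buffer; % is scaled to controls: 0 for no effect and ±100 for the full control effect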
#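 Virally transduced U2OS (3.1 isoform, 4 h infection in dark at RT) → overnight 37 C → FluxOr + Red40 in HBSS/HEPES, 45 min → stimulation buffer, 2 min kinetic read → rate constant vs DMSO controls.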
# Mito fusion act – qHTS Assay for Small Molecule Inhibitors of Mitochondrial Division or Activators of Mitochondrial Fusion; 0.23% of 320,000 active; S. cerevisiae fusion-defective mutant growth rescue, CellTiterGlo 48 h; Potency, µM (titrated, usually from 46.1 µM), inactives show at the top dose growth rescue (activation), usual class: activators; AID 485298, 2010;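 also: potency is read from the fitted curve at half-maximal effect; % of control where 0% means no effect; nearly all actives have a fitted effect of over 45% in size; temperature-sensitive fusion mutants such as fzo1-1 at 37 °C on non-fermentable ethanol glycerol medium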
#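 Luminescent cell viability in 1536-well qHTS format served as the measure of rescued growth in ts fusion-mutant S. cerevisiae cultured on non-fermentable YPEG for 48 hours at 37C.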
# ELG1 DNA repair – qHTS screen for small molecules that inhibit ELG1-dependent DNA repair in human embryonic kidney (HEK293T) cells expressing luciferase-tagged ELG1; HEK293T ELG1-luciferase reporter, luminescence, 16 h; DNA damage induced by 5-fluorouridine; Potency, µM (doses to about 46.1 µM), for inactives: at the highest dose activity change, negative = inhibition, hits mostly inhibitors; 2.3% of 330,000 active; AID 504467, 2011; also: potency is read from the fitted curve at half-maximal effect; % is scaled to controls: 0 for no effect and ±100 for the full control effect; nearly all actives have a fitted effect of over 55% in size
#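 Luminescence from the luciferase reporter, measured 30 min after ONE-Glo reagent at room temperature, was the read-out. Beforehand, 2,000 cells per well were exposed for 16 hr at 37 °C to 5-fluorouridine together with compound or vehicle.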
# TSHR antag – Antagonists of the Thyroid Stimulating Hormone Receptor: HTS campaign | Thyrotropin receptor (Homo sapiens), P16473 | TSHR-expressing cells, TSH-stimulated cAMP HTRF, 2 h; stronger effect = lower value | activity change, negative = inhibition, % at 11.5 µM | 0.2% of 330,000 active | AID 504810, 2011;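 active = activity change below a set negative limit, meaning inhibition stronger than a set level, cut at about -70% in these data; inconclusive = activity change between two set negative limits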; also: % is scaled to controls: 0 for no effect and ±100 for the full control effect
#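 Antagonism was scored as loss of TSH-driven cAMP in TSHR cells, stimulated with 4nM TSH (EC80) for 2 hours at 37 deg C and detected by homogeneous HTRF competition immunoassay.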
# TCR act – Activators of T cell receptors: qHTS campaign. Potency, µM (highest dose often 9.22 µM), for inactives: at the top dose activation of IL-2 secretion, usual class: activators. 330,000 tested, under 10 active. AID 504894, 2011. primary human leukocytes, anti-CD3, IL-2 HTRF, 48 h; also: % of control where 0% means no effect
#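 Readout: HTRF IL-2, Eu-cryptate/d2 antibody pair, 320nm excitation, 665nm emission. Stimulus: a-CD3 beads, no co-stimulation. Cells: primary human leukocytes. Exposure: 48 hr with compound.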
# Active calls of the source: *; ? = inconclusive; / = not tested or not shown; [ ] = dose if it differs, or a comment. Unless noted, calls follow the shape of the dose curve; as a rule, active = well fitted curve in the direction sought with a large enough effect; inconclusive = small, poorly fitted or top-dose-only effect, or another doubt; inactive = no such curve, though single readings can be large; an effect the other way counts as inactive or inconclusive. An excerpt; count on the stated rates, not on these rows.
# Every second line gives: KCNH2 WT inh, Eya2 inh, TRPV1 agonist, USP2a inh, AT treatment, KCNH2 3.1 block, Mito fusion act, ELG1 DNA repair, TSHR antag, TCR act
COc1ccc(-n2c(SCC(=O)Nc3ccccc3)nc(O)cc2=O)cc1
  -14.6, 11.0%, 2.1, 1.2%, 3.4%, -15.2, -1.3%, ?, -26.5, 2.6%
Cc1ccc(-c2nc3nc4ccccc4nc3n2Cc2ccco2)cc1
  -6.0, 21.6%, 27.9, 3.0%, -1.1%, -13.7, 14.0%, ?, 20.1, -4.9%
C=CCn1c(-c2cccn(Cc3cccc(Cl)c3)c2=O)n[nH]c1=S
  4.6, -11.6%, -4.6, -0.6%, 2.8%, 7.8, 2.8%, 1.8%, -5.5, 2.3%
CCn1c(-c2cccn(Cc3ccc(Cl)cc3Cl)c2=O)n[nH]c1=S
  0.4, 7.6%, 6.7, 0.6%, -2.8%, -6.3, -0.8%, -15.2%, 36.3, 4.5%
CCN(C[C@H]1N[C@@](CC)(C(=O)OC)[C@H]2C(=O)N(Cc3ccccc3)C(=O)[C@@H]12)S(=O)(=O)c1ccc(C(C)(C)C)cc1
  -6.9, -1.5%, /, 3.2%, 0.3%, -8.8, /, -1.8%, 7.6, 7.7%
Cc1cc(C(=O)NCC23CC4CC(CC(C4)C2)C3)c(C)o1
  /, 3.9%, ?, 3.3%, -1.6%, /, -1.0%, 6.8%, -33.2, /
Cc1ccc(NC(=S)N/N=C/c2ccc([N+](=O)[O-])s2)cc1
  -7.0, 0.7%, 3.3, -11.9%, -7.2%, -10.2, -12.8%, 0.2%, -0.6, 0.1%
Cc1ccc(-c2nn3c(C)nnc3c3ccccc23)cc1S(=O)(=O)NCc1ccco1
  -6.2, 5.8%, 4.2, -0.4%, 6.5%, -1.7, 5.7%, ?, -18.3, 8.6%
O=C(O)c1ccc(CSc2nc3ccccc3o2)cc1
  -3.3, 3.6%, -0.4, 2.9%, 1.0%, -4.0, 3.9%, 4.8%, 28.4, -4.7%
O=C(NCCc1ccccc1)C(=O)NCC1OCCN1S(=O)(=O)c1ccc(Cl)cc1 (centres undefined)
  -0.1, 6.2%, -0.5, 2.7%, -10.1%, -8.0, -1.2%, -15.8%, 0.2, -9.5%
CC(C(=O)N1CCOCC1)(c1ccccc1)c1ccccc1
  -6.2, -0.7%, 6.6, 0.1%, -5.7%, 4.3, 11.2%, 5.3%, -3.9, /
COc1ccccc1-c1ocnc1C(=O)Nc1ccc(N2CCOCC2)cc1N1CCOCC1
  7.6, 3.7%, -2.3, 2.0%, -12.0%, -4.7, 8.8%, ?, 20.2, 1.6%
O=C(NCCO)C(=O)NCC1OCCCN1S(=O)(=O)c1ccc2c(c1)OCCO2 (centres undefined)
  7.7, 6.3%, 0.5, -1.4%, 7.3%, -4.3, -1.2%, -3.9%, 1.6, 6.9%
O=c1cc(O)c2c(=O)n(-c3ccccc3)c3c(c2o1)CCCCCC3
  -12.3, 6.7%, -3.3, 6.8%, -2.6%, 8.1, -0.7%, -8.5%, -6.9, -0.3%[46.1 µM]
Cc1ccc(-c2cc(C(F)F)n3ncc(C(=O)NCc4ccco4)c3n2)cc1
  -2.5, -18.0%, 1.6, 5.5%, -7.7%, -1.2, 9.0%, ?, -4.8, 3.8%
C/C(=N\Nc1ccc([N+](=O)[O-])cc1)c1ccco1
  -12.2, -3.3%, 1.6, 0.0%, -0.6%, 10.7, 9.3%, ?, 2.0, 1.2%[46.1 µM]
CC(NC(=O)C1CCN(S(=O)(=O)c2ccccc2)CC1)c1ccccc1 (centres undefined)
  -12.5, -6.2%, ?, 2.2%, 0.8%, 16.7, 3.7%, 1.7%, -9.7, -3.0%
COc1cc(/C=C/C(=O)OCC(=O)Nc2ccc(NC(C)=O)cc2)cc(S(=O)(=O)N2CCc3ccccc32)c1OC
  0.7, -15.1%, 1.3, 1.6%, 6.5%, 1.3, 1.7%, 20.6µM*, 3.3, -0.6%
C=CCN1CCN(C(=O)CSc2ccccc2)CC1
  -1.5, ?, -2.5, -1.2%, 0.2%, 16.2, 0.3%, ?, 22.6, /
C=CC(C)n1c(Br)nc2c1c(=O)[nH]c(=O)n2C (centres undefined)
  6.4, 23.4%, 3.3, 6.0%, -2.9%, 24.5, 5.9%, 7.3%, 4.9, 3.2%
CCOC(=O)C1CCN(C(=O)c2ccc(OC3CCN(C(=O)COC)CC3)cc2)CC1
  -5.7, 17.9%, 1.4, 0.3%, 5.5%, -4.9, 0.9%, 18.0%, 4.1, 4.6%
COCC(=O)N1CCC(Oc2ccc(C(=O)NCCc3ncccc3C)cc2)CC1
  5.6, 0.5%, 1.4, 1.7%, -4.6%, -47.0, 0.6%, 16.4%, 17.0, 1.9%
COCCN(Cc1ccccc1)C(=O)c1cc(-c2ccc(OC)c(OC)c2)nc2ccccc12
  4.5, -6.3%, ?, -11.1%, -5.3%, /, -7.4%, 11.6µM*, 26.5, 5.5%
CCOC(=O)N1CCN(CC(=O)N2CCC(C(N)=O)CC2)CC1
  -2.4, 2.8%, -1.7, 2.0%, -0.8%, 11.9, 1.2%, 0.0%, 2.8, 7.5%
CC1CCCN(C(=O)c2nn(C)c3c2CSc2ccccc2-3)C1 (centres undefined)
  -3.1, 8.8%, -1.3, -0.6%, 2.4%, -13.0, 1.4%, ?, -3.1, -1.7%
CCOc1ccccc1NC(=O)C1CCCN(C(=O)Nc2ccccc2)C1 (centres undefined)
  2.0, -8.8%, 25.7, 2.7%, /, 4.8, -3.1%, -13.5%, 5.5, -7.6%[46.1 µM]
CC(=O)Nc1ccc(NC(=O)C2CCC(N3C(=O)C4C5C=CC(C6CC56)C4C3=O)CC2)cc1 (centres undefined)
  11.7, 11.1%, ?, 1.8%, -0.5%, 13.4, 6.9%, 9.8%, 26.6, -2.2%
Cc1cc(C)n(-c2ccc(C(=O)Nc3ccc4c(c3)OCCO4)cc2)n1
  -6.8, -6.0%, -6.0, -0.8%, -8.4%, 27.0, 5.2%, -0.1%, -8.7, -5.5%
C(=N\N(c1ccccc1)c1ccccc1)/c1ccc(N2CCOCC2)s1
  -2.0, -2.4%, 24.1, -1.1%, -14.6%, 6.3, -27.7%, 9.5%, 11.1, 2.3%[46.1 µM]
C=CCN(C(=O)CCC(=O)Nc1cc(C)on1)C(C(=O)NC1CCCC1)c1ccc(C)cc1 (centres undefined)
  2.8, -6.6%, 6.8, 1.5%, -5.7%, 17.4, 2.3%, -15.8%, 10.9, -5.3%
O=C(Nc1ccc(Br)cc1)C1C2C=CC3(O2)C1C(=O)N(CCN1CCCCC1)C3C(=O)NC1CCCCC1 (centres undefined)
  22.4, 5.7%, 0.8, 0.4%, -1.3%, -16.6, -2.9%, 11.3%, -2.8, -1.8%
CC12CC3CC(C1)CC(C(=O)NNC(=O)c1ccncc1)(C3)C2
  9.5, 6.5%, /, 1.0%, -1.2%, -12.4, /, 4.8%, 11.4, 4.6%[46.1 µM]
COc1cc(/C=N/NC(=O)c2ccncc2)ccc1OC(C)=O
  -13.0, 4.2%, -1.7, -1.3%, 4.2%, 9.2, 3.1%, -7.7%, 7.6, -8.2%
Cc1ccc([N+](=O)[O-])cc1N=Nc1c(-c2ccc([N+](=O)[O-])cc2)[nH]n(C(N)=S)c1=O
  11.0, -1.3%, -5.0, 1.9%, -0.6%, 0.8, 6.7%, ?, -35.9, -4.5%
O=C(COc1ccc(S(=O)(=O)N2CCCC2)cc1)N1CCCCC1
  1.1, 4.5%, -0.6, 4.4%, 5.1%, -14.7, -1.3%, 17.9%, -6.2, -5.0%
COc1ccc(C(=O)NC(=S)NNC(=O)c2ccco2)cc1
  -1.2, 0.6%, 0.6, 2.5%, -6.3%, 7.7, -4.9%, -10.7%, 10.8, 12.5%
Cc1ccc(OCCSCc2nnc(NC(=O)Nc3cccc(Cl)c3)s2)cc1
  4.5, -2.8%, 0.8, 1.3%, -8.7%, -4.0, -5.8%, ?, -33.4, 5.1%[46.1 µM]
